Bioassay records deposited in PubChem by National Center for Advancing Translational Sciences (NCATS).
Rab9 promoter act: Rab9 promoter activation; 2.8% of 320,000 active; Potency, µM (highest dose often 9.22 µM), without a hit: at the top dose activation, negative = inhibition, hits mostly activators; AID 485297; Huh7 Rab9 promoter-luciferase reporter, luminescence, 24 h; also: % of control where 0% means no effect; nearly all actives have a fitted effect of over 60% in size
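Using Huh7 cells stably transfected with Rab9 promoter–luciferase, compounds were incubated 24 h at 37 °C, 5% CO2; luciferase luminescence was read 10 min after reagent addition.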
ELG1 genotox: induces genotoxicity in HEK293T cells with luciferase-tagged ELG1; HEK293T ELG1-luciferase reporter, luminescence, 16 h; Potency, µM (series often up to 46 µM), without a hit: at the highest dose activity change, positive = activation, actives largely listed as activators; 1.3% of 330,000 active; also: % of control where 0% means no effect; nearly all actives have a fitted effect of over 60% in size
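Genotoxic stress is detected as increased luminescence from luciferase-tagged ELG1 in HEK293T cells, measured with ONE-Glo after a 16 hr treatment at 37 °C.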
RORg inh: ROR gamma (mouse) transcription inhibition. P51450. Drosophila S2 Gal4-RORgamma UAS-luciferase reporter, 20 h. Potency, µM (highest dose often 53.6 µM), for inactives: at the highest dose activity change, negative = inhibition, usual class: inhibitors. 5.4% of 310,000 active. AID 2551; also: % is scaled to controls: 0 for no effect and ±100 for the full control effect; nearly all actives have a fitted effect of over 60% in size
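Stable Schneider cell line, Gal4 DNA-binding domain fused to ROR gamma, UAS-luciferase. Cmpd 1 hr RT → CuSO4 700 uM final → 20 hr RT → luciferase reagent 10 min → luminescence.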
Gal4-VP16 FLuc: inhibits Gal4-VP16 luciferase reporter, ROR gamma counter-screen. Drosophila S2 Gal4-VP16 UAS-luciferase, luminescence, 20 h. Potency, µM (highest dose often 53.6 µM), for the others: at the top dose activity, negative = inhibition, most hits filed as inhibitors. 3.5% of 310,000 active. AID 2546;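 also: Gal4-VP16 expression switched on by copper sulfate through the metallothionein promoter; % is scaled to controls: 0 for no effect and ±100 for the full control effect; nearly all actives have a fitted effect of over 50% in size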
p53 reactivation: restores transcriptional activity of mutant p53. H1299 p53-A138V BP100-luciferase reporter, luminescence, 24 h. Potency, µM (highest dose often 92.2 µM), for inactives: at the highest dose activity change, positive = activation, actives largely listed as activators. 0.063% of 320,000 active. AID 504706; also: % of control where 0% means no effect; nearly all actives have a fitted effect of over 45% in size
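p53-null H1299 cells stably carrying temperature-sensitive p53-A138V and a BP100-luciferase reporter were pinned with compounds (4-point, 1:5 series) and held 24 hrs at 37 deg C. Luminescence was read 10 min after detection reagent.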
NPC1 prom act: NPC1 promoter activation; 2.4% of 320,000 active; Huh7 NPC1 promoter luciferase reporter, 24 h; Potency, µM (series often up to 9.22 µM), for the others: top-dose activation, most hits filed as activators;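 also: % of control where 0% means no effect; nearly all actives have a fitted effect of over 60% in size; reporter is driven by a mutant NPC1 promoter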
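In 1536-well qHTS, Huh7 cells harboring an NPC1 promoter–luciferase construct received compound for 24 h; activation was quantified by luminescence following luciferase reagent addition.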
FLuc modulator: firefly luciferase modulation, counter-screen for miR-21 project; P08659; purified FLuc, Km substrates, luminescence inhibition; Potency, µM (highest dose often 57.5 µM), without a hit: at the highest dose activity change, negative = inhibition, hits mostly inhibitors; 6.9% of 360,000 active;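 also: plate controls were vehicle for no effect and reference inhibitor for full effect; nearly all actives have a fitted effect of over 55% in size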
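Biochemical qHTS of compounds, final roughly 60 µM downward over six points, against 10 nM purified firefly luciferase using Km concentrations of substrates (10 uM D-luciferin, 10 uM ATP) in Tris acetate pH 7.5 buffer; luminescence output.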
uPA generation: inhibitors of cell surface uPA generation; cell surface uPA generation assay, qHTS; Potency, µM (series often up to 38.3 µM), without a hit: at the top dose activity change, negative = inhibition, most hits filed as inhibitors; 0.31% of 330,000 active; active = well fitted inhibition curve with a large enough effect; inconclusive = small, poorly fitted or top-dose-only effect; inactive = no such curve, though single readings can be large or run the other way; tested in mouse RAW 264.7 cells; also: % is scaled to controls: 0 for no effect and ±100 for the full control effect; nearly all actives have a fitted effect of over 55% in size
CXXC DNA block: inhibitors of human MLL CXXC domain-DNA interaction. Q03164. MLL-CXXC / FITC-HOXA9 DNA fluorescence polarization. Potency, µM (top dose mostly 115 µM), for inactives: at the top dose activity change, negative = inhibition, hits mostly inhibitors. 0.037% of 290,000 active. AID 2662; active = well fitted inhibition curve with a large enough effect in the polarisation, with a control signal flat, not every such curve was filed as active; inconclusive = small, poorly fitted or top-dose-only effect, or effect the other way, or a change in a side signal; inactive = no such curve, though single readings can be large or run the other way; the % refers to the polarisation
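Steps: dispense CXXC domain solution (7 uM) → pin compounds or unlabeled HOX-A9 DNA control → 5 min ambient → add FLSN-HOX-A9 solution (50 nM) → spin → 30 min ambient → fluorescence polarization. Tris pH 7.5/NaCl/DTT/BSA buffer.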
BRCA1 expr act: increases BRCA1 expression. AID 624202. MCF7-BRCA1-FFLuc reporter, luminescence, 48 h; response scale: scaled: vehicle 0%, 10 µM genistein 100%. 1.1% of 380,000 active. Potency, µM (highest dose often 46.1 µM), for inactives: at the highest dose activation, usual class: activators; also: nearly all actives have a fitted effect of over 80% in size; some results filed as inactive show a strong effect at the top dose
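Cells: MCF7-BRCA1-FFLuc, 2000/well. Exposure: 48 h, 37 °C, 5% CO2. Read: luminescence, 15 min post-substrate. Controls: genistein 10 microM (maximal activation), DMSO (neutral).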
MBNL1 CUG block: blocks human MBNL1 binding to CUG repeat RNA. Q9NR56. TR-FRET MBNL1-His/biotin-(CUG)12 binding, 665/545 ratio. Potency, µM (titrated, usually from 57.5 µM), without a hit: top-dose activity change, negative = inhibition, hits mostly inhibitors. 0.036% of 280,000 active. AID 2675; active = well fitted inhibition curve with a large enough effect in the signal ratio, with a control signal flat, not every such curve was filed as active; inconclusive = small, poorly fitted or top-dose-only effect, or effect the other way, or a change in a side signal; inactive = no such curve, though single readings can be large or run the other way; the % refers to the signal ratio; also: % is scaled to controls: 0 for no effect and ±100 for the full control effect
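MBNL1-His + Biotin-(CUG)12, cpd titration 92 nM–58 uM; Tb anti-His Ab 0.055 ng/ul, SA-XL665 5 nM (final); 60 min RT; ratiometric 665/545 nm, Ex 340 nm; normalized to buffer and full-complex controls.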
Starred values were filed as active, the others as inactive; ? = inconclusive; · = not tested or not shown; [ ] = remark or other dose. Unless noted, calls follow the shape of the dose curve; as a rule, active = well fitted curve in the direction sought with a large enough effect; inconclusive = small, poorly fitted or top-dose-only effect, or another doubt; inactive = no such curve, though single readings can be large; an effect the other way counts as inactive or inconclusive. Potency is read from the fitted curve at half-maximal effect. This is a subset; the hit share may differ from the screen's.

SMILES	Rab9 promoter act	ELG1 genotox	RORg inh	Gal4-VP16 FLuc	p53 reactivation	NPC1 prom act	FLuc modulator	uPA generation	CXXC DNA block	BRCA1 expr act	MBNL1 CUG block
Cc1ccc(S(=O)(=O)NCc2ccc(C(=O)N3CCN(c4ccccn4)CC3)cc2)cc1	3%	-6%	31%	-3%	-19%	-1%	3%	0%	3%	-5%	-12%
O=C(Cc1ccccc1)Nc1nc2ccccc2[nH]1	15%	8%	13µM*	16µM*	?	15%	?	8%	-10%	?	-6%
O=C(O)COc1ccc2c3c(c(=O)oc2c1)CCCC3	-9%	-3%	-11%	3%	-11%	-3%	?	4%	-9%	-16%	1%
Cc1cccc(N(C(=O)Cn2nnc(-c3ccc(F)cc3)n2)C(C(=O)NC(C)(C)C)c2ccncc2)c1 (stereo not given)	-5%	5%	11%	-4%	1%	-5%	0%	0%	40%[activator]	1%	-4%
Cc1nnc(SCC(=O)N2CCN(S(=O)(=O)c3ccccc3)CC2)n1Cc1ccccc1	3%	-8%	16%	-10%	-2%	-1%	-1%	1%	-18%	0%	7%
COc1ccc(-c2nc(-c3cccs3)c(-c3cccs3)[nH]2)cc1OC	0%	-3%	?	-2%	-3%	0%	?	4%	-11%	-50%	36%[activator]
CC(=O)NC(Cc1ccc(C)cc1)C(=O)NC1CCN(S(=O)(=O)c2ccccc2)CC1 (stereo not given)	-1%	3%	14%	-6%	-2%	1%	-1%	0%	0%	-11%	-1%
COc1cccc(CNc2ccc(N3CCC(C)CC3)cc2)c1OC	15%	5%	-25%	-4%	6%	1%	?	·	1%	6%	-1%
CCC(C)c1ccccc1N1CC(C(=O)NCCCn2nc(C)cc2C)CC1=O (stereo not given)	4%	0%	·	·	-14%	-3%	-2%	-31%	·	-10%	·
CCOC(=O)c1oc2cc(OC(C)=O)ccc2c(=O)c1-c1ccc(OC)c(OC)c1	4%	6%	-2%	-3%	3%	10%	4%	-9%	23%	18%	16%
O=C1Nc2ccccc2O/C1=C\c1ccccc1	11%	-1%	20%	2%	4%	22%	1%	4%	32%[activator]	-4%	-6%
Cc1ccc(NCc2nnc(SCc3ccc(C#N)cc3)n2Cc2ccco2)c(C)c1	-8%	-13%	8%	3%	-3%	0%	4%	-4%	0%	-51%	-1%
Cn1nc2c3cc(F)ccc3n(Cc3ccc(F)cc3)cc-2c1=O	-2%	3%	21%	4%	-1%	2%	-1%	-4%	24%	-2%	17%
COc1ccc(Cn2ccnc2SCC(=O)Nc2cccc(NC(C)=O)c2)cc1	-1%	-5%	19%	-7%	-2%	-9%	3%	-2%	-1%	-12%	-2%
CC(=O)Nc1ccc(S(=O)(=O)N(Cc2ccco2)CC2CCCO2)cc1 (stereo not given)	-4%	-2%	17%	15%	-1%	0%	4%	4%	7%	-16%	-3%
COc1ccc(NC(=O)CSc2nc(N)c3cc4c(nc3n2)CCCC4)cc1	?	13%	?	2%	?	19%	1.5µM*	-10%	19%	82%	?
CCOc1ccc2oc(C(=O)NNC(=O)c3ccccc3O)c(C)c2c1	16%	?	·	·	15%	21%	11µM*	-4%	·	-4%	·
O=S(=O)(c1ccccc1)N1CCC(Oc2ccc(-n3cnnn3)cc2)CC1	-2%	1%	40%	-18%	5%	4%	1%	-2%	-6%	-23%	-11%
COC(=O)c1cn(NC(=O)Cc2ccccc2Br)c(=O)c2ccccc12	-2%	0%	26%	2%	-8%	4%	-20%	4%	-2%	-2%	-1%
COc1ccc(/C(O)=C/c2nc3ccc(C(=O)NCCc4cccc(C)c4)cc3[nH]c2=O)cc1OC	-11%	-8%	-10%	?	13%	0%	4%	4%	?	-69%	2%
COc1ccc(/C=C/c2nnc(NC(=O)COc3ccccc3)s2)cc1	-1%	-1%	1%	14%	20%	4%	-3%	1%	-5%	?	-7%
N#Cc1ccc(C(=O)N2CCN(S(=O)(=O)c3ccc(Br)s3)CC2)cc1	-1%	-8%	5%	3%	-1%	-1%	0%	-9%	8%	-16%	-5%
COc1ccc(-n2c(SCC(=O)Nc3ccc(C)cc3)nc(O)c(Cc3ccccc3)c2=O)cc1	7%	1%	·	·	·	0%	1%	-3%	-12%	0%	0%
COc1ccc2[nH]c(C(=O)NCc3ccc4c(c3)OCO4)cc2c1	-3%	-6%	5%	-13%	9%	2%	?	6%	0%	-22%	61%[activator]
COc1ccc(C(CC(=O)O)NC(=O)COc2ccc(C)cc2)cc1OC (stereo not given)	-1%	-2%	-21%	-10%	-1%	-1%	3%	-3%	2%	-2%	-26%
NC(=O)C1Cc2ccccc2CN1S(=O)(=O)c1ccc(Cl)s1 (stereo not given)	4%	-1%	7%	-9%	1%	-2%	-2%	-2%	-6%	-16%	2%
CCOC(=O)C1(CCCc2ccccc2)CCN(C(=O)CCn2cnnn2)CC1	-5%	-2%	?	0%	0%	0%	-4%	6%	-4%	-5%	-11%
COc1ccc(C(=O)N2CCOC2CNC(=O)C(=O)NCc2ccccc2Cl)cc1 (stereo not given)	6%	6%	1%	-2%	-4%	-4%	1%	-2%	?	-2%	3%
O=C(OCc1c(F)cccc1Cl)c1cccc(S(=O)(=O)N2CCOCC2)c1	-4%	1%	·	·	-1%	-4%	1%	-1%	·	-23%	·
Cc1ccc(C)c2nc(N3CCCC3)c(C#N)cc12	2%	-2%	-11%	-6%	-12%	-3%	3%	-5%	-3%	-1%	9%

Some of the entries so far, as comma-separated lines.
SMILES,Rab9 promoter act,ELG1 genotox,RORg inh,Gal4-VP16 FLuc,p53 reactivation,NPC1 prom act,FLuc modulator,uPA generation,CXXC DNA block,BRCA1 expr act,MBNL1 CUG block
CCOC(=O)c1oc2cc(OC(C)=O)ccc2c(=O)c1-c1ccc(OC)c(OC)c1,4%,6%,-2%,-3%,3%,10%,4%,-9%,23%,18%,16%
O=C(O)COc1ccc2c3c(c(=O)oc2c1)CCCC3,-9%,-3%,-11%,3%,-11%,-3%,?,4%,-9%,-16%,1%
COc1ccc(/C=C/c2nnc(NC(=O)COc3ccccc3)s2)cc1,-1%,-1%,1%,14%,20%,4%,-3%,1%,-5%,?,-7%

Following part.
SMILES	Rab9 promoter act	ELG1 genotox	RORg inh	Gal4-VP16 FLuc	p53 reactivation	NPC1 prom act	FLuc modulator	uPA generation	CXXC DNA block	BRCA1 expr act	MBNL1 CUG block
COc1ccc(N/C(N)=N/c2nc(CSc3ccc(Cl)cc3)cc(=O)[nH]2)cc1	1%	0%	24%	-1%	1%	-1%	6%	-6%	19%	-34%	-1%
Cc1ccc(C(=O)Nc2ccc3c(c2)CCC3)o1	2.8µM*	3.3µM*	?	13µM*	?	3.2µM*	4.3µM*	·	-6%	?	-6%
O=C(NCCC1=CCCCC1)c1cnc2n(c1=O)CCS2	?	?	33%	-13%	?	?	?	·	10%	8.9µM*	-3%
Cc1csc(CN(C)C(=O)CC2C(=O)NCCN2Cc2ccc(F)c(F)c2)n1 (stereo not given)	4%	7%	4%	-7%	?	0%	0%	5%	6%	8%	4%
COc1ccc(C(=O)Nn2c(CCC(=O)O)ccc2-c2ccc(C)cc2)cc1OC	-2%	-1%	11%	-4%	5%	-4%	0%	-4%	-2%	0%	-10%
N/C(COc1ccc(Cl)cc1)=N\NS(=O)(=O)c1ccccc1	2%	0%	?	?	5%	-1%	4%	5%	-4%	6%	2%
CC(C)(C)C1CCc2c(C(=O)N/N=C/c3cccs3)csc2C1 (stereo not given)	?	9%	?	-22%	19%	?	5.4µM*	·	23%	72%	-6%
Cn1c(C(=O)N2CCC(C(=O)NCc3ccccc3)CC2)cc2sccc21	-9%	-1%	43%	1%	-7%	-3%	0%	-3%	11%	3%	-1%
N#CC1=C(N)Oc2cc(O)c(Cl)cc2C1c1cccnc1 (stereo not given)	-1%	-6%	11%	-1%	-10%	-2%	1%	-26%	24%	-9%	?
CCc1ccc(N2C(=O)C3CCCN3C2=S)cc1 (stereo not given)	6%	1%	-4%	8%	11%	5%	?	-3%	7%	-20%	-1%
CCOc1ccc(S(=O)(=O)N2CCCC(C(=O)N3CCCC3)C2)cc1 (stereo not given)	-5%	0%	9%	2%	1%	-2%	1%	26%	12%	-13%	-5%
Brc1ccc(CNCCCSc2ncccn2)cc1	0%	-10%	·	·	·	4%	2%	?	11%	0%	4%
CCOC(=O)/C(C#N)=C1\C=CN(C)C(C)=N1	-1%	6%	-6%	-3%	5%	1%	-1%	0%	1%	0%	6%
COc1ccc(C(C)NC(=O)Cc2cccs2)cc1OC (stereo not given)	8%	0%	-13%	-3%	4%	-1%	0%	5%	-4%	2%	-3%
